ARFGAP1 inh: rat ARFGAP1 inhibition. Q62848. inhibition, % at 16.5 µM. 0.26% of 360,000 active. AID 651572. Arfgap1-stimulated ARF1 GTP hydrolysis, GDP FP detection;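 active means inhibition above a per-plate limit, mean inhibition of low control wells plus 3 SD, cut at about 25% in these data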;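 further: 0% = DMSO wells with enzyme and 100% = wells lacking Arfgap1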
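material = rat Arfgap1 catalytic domain, aa 1-136 | also added = human ARF1(Δ1-17)-GTP substrate | compound dosing = one concentration, 16.5 µM, DMSO 1.26% | times = GTP hydrolysis reaction 2 h at 25 °C | measured by = FP, GDP Alexa 633 tracer displaced from anti-GDP antibody, 620/688 nm | evaluation = percent inhibition of Arfgap1-stimulated GTP hydrolysis | replication = single well per compound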
DDE Tn6 FP inh: disrupts Tn6 cyclic peptide binding to fibrin D-Dimer-E complex. AID 720509. Fibrin DD(E) TRITC-Tn6 fluorescence polarization displacement. 0.21% of 370,000 active. inhibition, % at 8.3 µM;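 active means inhibition above a per-campaign cutoff: mean of compounds within control limits plus 3 SD, cut at about 15% in these data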;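 further: 0% = median of all compound wells on the plate and 100% = blocking peptide control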
ADAM17 inh: inhibits human ADAM17; P78536; recombinant ADAM17, EDANS/DABCYL FRET peptide cleavage; inhibition, % at 6.95 µM; 0.83% of 370,000 active;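 active means inhibition above the mean of compounds lying between control limits plus 3 SD, set per campaign, cut at about 8.5% in these data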;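 further: 0% = DMSO-only wells as the low control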
ASAP1 inh: blocks human ASAP1-stimulated Arf1 GTP hydrolysis. Q9ULH1. GDP FP detection. inhibition, % at 16.5 µM. 0.19% of 360,000 active. AID 624377; in the data active means inhibition above about 25%;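 further: 0% = vehicle with enzyme and substrate and 100% = no enzyme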
Tn7 DDE FP: disrupts Tn7 cyclic peptide binding to fibrin D-Dimer-E complex; P02675; FP displacement of FITC-Tn7 peptide from fibrin DD(E); 0% = median of compound wells per plate; inhibition, % at 8.3 µM; 0.13% of 370,000 active;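 active means inhibition above the mean of compounds falling within the control limits plus 3 SD of them, cut at about 14% in these data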;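 further: 0% = plate median of compound wells and 100% = 10 µM Aha-Tn7 peptide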
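system = human fibrin DD(E) protein | quantity = DD(E) 2 µM final | medium = Tris/NaCl/CaCl2 buffer, pH 7.8 | also added = labelled Tn7 tracer, 0.1 µM | compound dosing = single point at 8.3 µM | timing = compound with protein 10 min, then 3 h after probe, room temperature | signal = FP measurement | benchmarks = Aha-Tn7 high control | repeats = one replicate per compound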
PLCg1 inh: inhibitors of human phospholipase C gamma1; P19174; purified PLC-gamma1, fluorogenic substrate, fluorescence; inhibition, % at 12.2 µM; 0.84% of 370,000 active; in the data active means inhibition above about 9.5%
Target sequence (P19174 whole entry, looked up): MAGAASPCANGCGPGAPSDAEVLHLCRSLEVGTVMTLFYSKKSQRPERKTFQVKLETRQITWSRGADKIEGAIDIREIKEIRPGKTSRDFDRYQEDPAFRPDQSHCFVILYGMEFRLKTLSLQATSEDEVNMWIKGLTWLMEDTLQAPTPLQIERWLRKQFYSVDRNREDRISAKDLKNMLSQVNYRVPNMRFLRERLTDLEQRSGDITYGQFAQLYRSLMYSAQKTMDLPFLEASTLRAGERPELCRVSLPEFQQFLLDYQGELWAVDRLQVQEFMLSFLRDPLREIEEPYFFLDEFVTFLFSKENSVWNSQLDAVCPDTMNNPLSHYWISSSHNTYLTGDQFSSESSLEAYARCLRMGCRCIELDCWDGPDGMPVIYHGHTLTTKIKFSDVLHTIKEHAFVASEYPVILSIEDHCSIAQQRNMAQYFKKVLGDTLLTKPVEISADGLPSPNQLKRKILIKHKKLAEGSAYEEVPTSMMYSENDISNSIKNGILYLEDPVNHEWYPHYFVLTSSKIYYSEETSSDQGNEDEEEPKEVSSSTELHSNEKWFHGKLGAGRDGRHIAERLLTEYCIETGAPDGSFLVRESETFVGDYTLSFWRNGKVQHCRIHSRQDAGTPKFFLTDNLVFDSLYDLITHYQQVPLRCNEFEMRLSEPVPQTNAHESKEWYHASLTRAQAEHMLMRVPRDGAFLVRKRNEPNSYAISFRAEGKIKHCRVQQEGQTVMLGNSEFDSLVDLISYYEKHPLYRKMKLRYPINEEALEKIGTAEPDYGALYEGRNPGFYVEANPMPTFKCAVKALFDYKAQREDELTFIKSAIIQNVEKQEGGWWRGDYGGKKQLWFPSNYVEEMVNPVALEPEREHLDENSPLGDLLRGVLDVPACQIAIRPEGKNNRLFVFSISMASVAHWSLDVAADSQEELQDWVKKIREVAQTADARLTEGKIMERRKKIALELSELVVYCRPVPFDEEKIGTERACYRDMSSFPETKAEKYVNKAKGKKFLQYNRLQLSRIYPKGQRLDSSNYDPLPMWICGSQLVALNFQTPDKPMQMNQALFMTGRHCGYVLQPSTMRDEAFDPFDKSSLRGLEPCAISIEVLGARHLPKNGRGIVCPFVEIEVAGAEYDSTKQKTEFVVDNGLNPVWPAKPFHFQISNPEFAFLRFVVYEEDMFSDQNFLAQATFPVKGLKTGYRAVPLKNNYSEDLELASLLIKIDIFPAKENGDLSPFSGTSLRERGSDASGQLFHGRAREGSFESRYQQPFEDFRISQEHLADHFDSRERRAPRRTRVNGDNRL
PLCb3 inh: PLC-beta3 (human) inhibition, primary screen. Q01970. Purified PLC-beta3, fluorogenic substrate, fluorescence. inhibition, % at 12.2 µM. 0.18% of 370,000 active. AID 720704; in the data active means inhibition above about 11%;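 further: 0% = median of compound wells on plate and 100% = full blocker control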
MBD2 DNA inh: MBD2-methylated oligo binding inhibition; Q9UBB5; TR-FRET, MBD2 binding to methylated oligonucleotide; inhibition, % at 4.4 µM; 0.31% of 370,000 active; AID 686964; in the data active means inhibition above about 13%
KLK7 zymogen act: activators of human kallikrein-7 zymogen; 0.9% of 370,000 active; activation, % at 7 µM; P49862; AID 652039; purified proKLK7, EDANS-DABCYL substrate fluorescence; 100% is mature enzyme control, 0% vehicle;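 active means activation above the mean of all tested compounds plus 3 SD, computed per campaign excluding outliers beyond control limits, cut at about 13% in these data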
UHRF1 binding: blocks human UHRF1 binding to methylated DNA; Q96T88; UHRF1 binding to methylated oligo, TR-FRET; inhibition, % at 4.4 µM; 0.75% of 370,000 active; in the data active means inhibition above about 21%;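 further: UHRF1 SRA domain binding a hemimethylated CpG hairpin DNA probe; 0% = median of test compound wells and 100% = reference inhibitor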
Numbers without * were called inactive; · = no result given. Compounds as they come; about 4.1% have a hit in one of these screens.

SMILES	ARFGAP1 inh	DDE Tn6 FP inh	ADAM17 inh	ASAP1 inh	Tn7 DDE FP	PLCg1 inh	PLCb3 inh	MBD2 DNA inh	KLK7 zymogen act	UHRF1 binding
Cc1ccccc1CSc1nnc(NC(=O)Cc2cccs2)s1	1	5	3	18	-1	-1	-4	7	-0.2	2
O=C(O)c1cc(-c2ccc(Br)s2)nc2ccccc12	0	-3	-178	13	3	-163	-225	6	2.6	0
C#CCNC(=O)C[C@H]1C[C@@]2(C(=O)OC)C(=C[C@H](C(C)(C)C)O[C@@H]2C)N(Cc2ccco2)C1=O	·	-3	-3	·	-3	-2	-2	5	0.2	0
COc1ccc(OC)c(C2NC(=O)c3sc(=S)n(-c4ccccc4)c3N2)c1 (configuration not stated)	2	2	0	5	1	-3	-9	-3	-0.6	2
O=C1CC2(CCN(C(=O)COc3ccccc3F)CC2)Oc2ccccc21	22	4	-31	7	3	-9	-22	-4	1.3	-1
C[C@H](O)[C@@H]1C(=O)N2CCc3c([nH]c4ccccc34)[C@@H]2C[C@@H]1N(C)C(=O)Nc1ccc(Br)cc1	6	3	-191	5	1	-255	-285	3	37*	2
CCCCCN(C(=O)NC(=O)Nn1cnnc1)S(C)(=O)=O	-13	-1	0	0	5	2	5	0	-0.8	-1
O=c1c2ccccc2c2ccccc2c(=O)n1Nc1ccccc1	0	-3	-2	0	-4	-2	4	1	1.1	2
CCCCOc1cc(CC2CNC(=O)N2)ccc1OC (configuration not stated)	-9	-5	-7	6	10	-1	-1	2	-0.9	4
COc1ccccc1NC(=O)Cn1c(CCC(=O)O)ccc1-c1ccccc1	1	4	-19	-9	0	-12	-16	-1	0.2	1
Clc1ccc(CSc2ccc(-c3ccco3)nn2)cc1	-4	-8	-7	-1	-3	0	-1	0	0.3	1
O=C(NC1CCCC1)C(c1cc2c(cc1[N+](=O)[O-])OCO2)N1CCCC1 (configuration not stated)	6	7	-12	-3	-6	-6	-17	-3	-0.2	-3

4 records drawn at random from those above:
SMILES	ARFGAP1 inh	DDE Tn6 FP inh	ADAM17 inh	ASAP1 inh	Tn7 DDE FP	PLCg1 inh	PLCb3 inh	MBD2 DNA inh	KLK7 zymogen act	UHRF1 binding
C#CCNC(=O)C[C@H]1C[C@@]2(C(=O)OC)C(=C[C@H](C(C)(C)C)O[C@@H]2C)N(Cc2ccco2)C1=O	·	-3	-3	·	-3	-2	-2	5	0.2	0
COc1ccccc1NC(=O)Cn1c(CCC(=O)O)ccc1-c1ccccc1	1	4	-19	-9	0	-12	-16	-1	0.2	1
COc1ccc(OC)c(C2NC(=O)c3sc(=S)n(-c4ccccc4)c3N2)c1 (configuration not stated)	2	2	0	5	1	-3	-9	-3	-0.6	2
CCCCCN(C(=O)NC(=O)Nn1cnnc1)S(C)(=O)=O	-13	-1	0	0	5	2	5	0	-0.8	-1

More records
SMILES	ARFGAP1 inh	DDE Tn6 FP inh	ADAM17 inh	ASAP1 inh	Tn7 DDE FP	PLCg1 inh	PLCb3 inh	MBD2 DNA inh	KLK7 zymogen act	UHRF1 binding
O=C(Nc1ccccc1)NC1CCN(CCCN2C(=O)c3ccccc3C2=O)CC1	-1	4	-4	7	-2	-1	3	0	0.1	-3
O=C1C(Cc2ccc3[nH]ccc3c2)NC(=S)N1c1ccccc1 (configuration not stated)	2	-2	0	2	-1	3	-3	-3	-0.1	-1
O=C(O)c1cccnc1Sc1ccc(Br)cc1	-13	3	-6	0	4	-1	-8	3	0.3	-1
COC(=O)c1ccc(-c2noc(CN3CCCCC3c3nccn3C)n2)cc1 (configuration not stated)	19	0	1	-6	-5	5	1	-8	-0.2	-3
COc1ccc(C2=CSC3=NCCN23)cc1	11	7	-3	1	7	0	4	-5	-0.2	0
O=S(=O)(Cc1ccccc1)CS(=O)(=O)Cc1ccccc1	-2	4	-2	-6	8	1	-1	3	0.7	-1
O=C(COC(=O)CC1CCCC1)Nc1cccc(F)c1	-3	-1	-1	-11	5	0	-3	-3	-0.3	-2
COC(=O)C1=C(C)NC(=S)NC1/C=C/c1ccccc1 (configuration not stated)	-1	-4	-4	-10	1	-1	-4	2	-0.1	1
N#C/C(=N/Nc1ccccc1[N+](=O)[O-])C(N)=S	-7	-2	-1	-8	0	8	-5	-3	-0.8	-7
CCN1C(N(C)C)=NC[C@@H]1Cc1ccccc1	1	-3	3	13	-2	3	1	-1	-0.6	-4
COc1c(-c2ccc(O)cc2)oc2cc(O)cc(O)c2c1=O	-8	3	2	4	2	3	2	11	-0.4	28*
Nc1nc(N2CCN(C(c3ccccc3)c3ccccc3)CC2)n[nH]1	-2	-1	-3	3	2	-1	1	-2	0.0	-1

The closing three compounds of the section above lead into the next:
SMILES	ARFGAP1 inh	DDE Tn6 FP inh	ADAM17 inh	ASAP1 inh	Tn7 DDE FP	PLCg1 inh	PLCb3 inh	MBD2 DNA inh	KLK7 zymogen act	UHRF1 binding
CCN1C(N(C)C)=NC[C@@H]1Cc1ccccc1	1	-3	3	13	-2	3	1	-1	-0.6	-4
COc1c(-c2ccc(O)cc2)oc2cc(O)cc(O)c2c1=O	-8	3	2	4	2	3	2	11	-0.4	28*
Nc1nc(N2CCN(C(c3ccccc3)c3ccccc3)CC2)n[nH]1	-2	-1	-3	3	2	-1	1	-2	0.0	-1
Cc1ccccc1[C@H](NC1c2ccccc2C=Cc2ccccc21)P(=O)(c1ccccc1)c1ccccc1	-4	-2	3	5	-4	0	-2	-1	-0.3	-3
O=C(Nc1nc2c(s1)CCCC2)c1cc(-c2ccncc2)nc2ccccc12	0	-3	-1	-5	-2	-12	-6	-5	-0.1	-1
CCN(CC)S(=O)(=O)c1ccc(N2CCOCC2)c(NC(=O)c2ccc(C#N)cc2)c1	-1	-5	1	0	-1	-44	-56	14*	-0.9	25*
COc1ccc(OC)c(NC(=S)NCCC(c2ccccc2)c2ccccc2)c1	14	-11	8.7*	5	1	3	2	-4	-0.1	-2
COc1ccc(NC(=O)Cn2c([N+](=O)[O-])cnc2C)cc1Cl	-7	4	-2	3	3	5	-4	5	0.0	2
Cc1nc2ccccc2c(=O)n1CCCn1ccnc1	-4	4	-2	0	3	2	3	6	0.7	18
CCOC(=O)c1[nH]c(C)c(C(=O)NCc2cccnc2)c1C	1	0	-1	7	-7	2	5	-2	0.6	-2
O=C(CSc1c(F)c(F)cc(F)c1F)Nc1ccc(C2SCCS2)cc1	-15	0	0	0	-3	-3	-11	-1	0.1	-1
CC(CNC(=O)CCS(=O)(=O)c1cc2c(cc1Cl)NC(=O)CO2)c1ccccc1 (configuration not stated)	-9	11	-1	3	6	6	0	2	-1.0	0
Cc1cc(C)cc(N(CC(=O)N2CCC(C)CC2)S(C)(=O)=O)c1	2	-1	6	-3	3	8	6	1	0.2	7
CC(=O)N1c2ccc(S(=O)(=O)NCCC(=O)Nc3ccc(C)c(F)c3)cc2CC1C (configuration not stated)	-6	-8	1	1	-2	2	-3	-6	-0.1	-2
Nc1nc(Nc2ccccc2)nc(NCCO)c1[N+](=O)[O-]	5	1	2	21	-4	5	-2	3	0.2	0
O=C(N/N=C/C=C/c1ccco1)c1ccccc1Cl	-4	-9	-1	0	1	-13	-18	0	-0.1	1
O=C(CNC(=O)C12CC3CC(CC(C3)C1)C2)N1CCN(S(=O)(=O)c2cccs2)CC1	-7	0	-1	6	1	-1	0	-2	-0.9	1
O=C1NN(c2ccccc2)C(=O)/C1=C/c1ccc(-c2cccc(C(=O)O)c2)o1	-4	6	-10	-11	4	-9	-16	-5	0.0	10
CN(CC(=O)NCCCN1CCOCC1)S(=O)(=O)c1ccc(Br)cc1	-11	-1	-6	11	-4	0	1	1	-0.1	-2
O=C(CNC(=O)c1ccc(Cl)cc1Cl)OCCCn1c(=O)[nH]c2ccccc21	2	-5	-3	-15	2	2	-10	2	-0.3	2
C[C@H]1CN([C@@H](C)CO)C(=O)CCCn2cc(nn2)CO[C@@H]1CN(C)C(=O)c1ccccc1	-2	-1	-4	-8	5	0	0	0	0.0	1
CS(=O)(=O)N1CCC(C(=O)NCc2ccc3c(c2)OCO3)CC1	-3	2	0	-3	1	1	-5	-1	0.5	-2
O=C(Nc1ccc(S(=O)(=O)NCC2CCCO2)cc1)c1ccccc1 (configuration not stated)	-13	-1	-5	1	1	-1	0	-5	-0.3	-3
Cc1ccccc1NC(=O)Cc1nc(COC(=O)c2cccnc2Cl)cs1	-2	3	-4	16	0	-3	-6	-4	0.3	-2
CC(C)(C)N(Cc1ccccc1)C(=O)c1ccc(Br)o1	10	5	0	-4	-4	2	-3	2	0.6	1
COc1ccc(C(=O)N2CCN(S(=O)(=O)c3ccc(F)cc3)CC2)cc1OC	1	7	1	-1	9	1	-3	1	-0.3	4
CCOC(=O)C1CCN(CC(O)COCc2ccc3c(c2)OCO3)CC1 (configuration not stated)	-5	-4	3	-6	2	-4	-6	-5	-0.3	0
Cc1cc2ccccc2c(=O)n1CC(=O)NCC(=O)N1CCCC1	-3	5	-15	11	-2	-4	-2	0	0.3	2
COc1cc(OC)c2ccc(=O)oc2c1C(CCN1CCCC1)c1ccc2c(c1)OCO2 (configuration not stated)	-5	9	0	0	-1	-66	-63	-3	-0.6	0
COc1ncccc1C(=O)NC1CCCc2c1cnn2-c1cc(C)cc(C)c1 (configuration not stated)	9	0	-5	-10	3	-1	-5	-6	0.1	3
Cc1ccc(/C=C/C(=O)O)cc1S(=O)(=O)NCCO	-3	4	-2	6	7	0	0	1	0.2	-2
C=CCNC(=O)c1ccc(N(CC=C)S(C)(=O)=O)cc1	-1	-5	0	-1	-4	5	5	-1	-0.6	7
Nc1nonc1NC(=O)CSc1ncccc1C(=O)O	14	-5	8	-8	0	-28	-5	-3	-0.2	1
O=C(Oc1ccc(-c2csnn2)cc1)c1cccs1	-3	3	-1	7	5	0	-7	0	-0.3	0
Brc1cc2c(cc1Br)OCCOCCOCCO2	15	-4	4	3	4	5	0	-6	0.1	0
CCOC(=O)c1ccccc1NC1CC(=O)N(c2ccccc2C)C1=O (configuration not stated)	0	6	-465	-9	11	-293	-364	-6	193*	2
CCCCC/C=C/C1=CC(=O)C[C@H](c2ccc(OC)c(OC)c2)C1	-2	-6	5	-11	-3	4	-1	3	0.5	4
O=C(NC(=S)Nc1ccccc1Br)C1CCCC1	2	0	5	-4	3	5	-1	-6	-0.2	-2
O=C(COC(=O)CCc1nc2ccccc2s1)Nc1ccc(Cl)cn1	-9	1	-2	-2	4	-6	-5	3	-0.5	0
CCOC(=O)c1nc(-c2ccc(OC)c(OC)c2)no1	1	-5	2	-1	4	6	3	-8	-0.5	3
CC(OC(=O)Cc1c(F)cccc1Cl)C(=O)NC1CCCCC1C (configuration not stated)	-4	1	1	-9	0	2	1	-1	0.0	-1
O=C1NC[C@H](CCCCN2C[C@@H](Cc3ccccc3)N(Cc3ccccc3)C(=O)C2=O)N(CCC2CCCCC2)C1=O	-9	-3	-6	-3	4	-1	-4	0	-0.6	-1
